Compound activity as filed in PubChem.
Salmonella PhoP GFP: Inhibition of PhoP regulon, Salmonella typhi GFP reporter cells, confirmation, 4 h (AID 1850). inhibition, % at 50 µM, or IC50 in µM where a hit was titrated. Salmonella Typhi PhoP-promoter GFP reporter, fluorescence, 4 h; higher % means a stronger effect. actives 0.33% (n = 310,000); in the data active = a potency from the dose series; inconclusive = inhibition mostly from about 25% at the one dose, without a potency; inactive = the rest, 99 in 100 with inhibition below about 19%;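 note: 0% = induced wells with vehicle and 100% = uninduced wells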
tuberculosis growth: growth inhibition of non-replicating M. tuberculosis (AID 488890) | Mycobacterium tuberculosis non-replicating, growth inhibition; higher % means a stronger effect | one-dose inhibition, % at 25 µM; IC50 in µM for titrated hits | actives 0.39% (n = 320,000); in the data active = a potency from the dose series; inconclusive = inhibition mostly from about 82% at the one dose, without a potency; inactive = the rest, 99 in 100 with inhibition below about 76%;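 note: plate controls were DMSO cells for no effect and high antibiotic wells for full effect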
H37Rv inhibition: M. tuberculosis growth inhibition, HTS (AID 449762). M. tuberculosis H37Rv growth inhibition, 7H9 media; higher % means a stronger effect. inhibition, % at 25 µM; hits with a dose series show IC50 in µM. actives 0.59% (n = 330,000); in the data active = a potency from the dose series; inconclusive = inhibition above about 70% without an active follow-up result;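 note: bacterial growth assessed after seven days of incubation; strong numbers were not always called active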
VEEV TC-83 Vero: inhibitors of VEEV TC-83 cytopathic effect, confirmation, Vero cells (AID 588727); Vero cells, VEEV TC-83 cytopathic effect inhibition; higher % means a stronger effect; inhibition, % at 20 µM; hits with a dose series show IC50 in µM; actives 0.13% (n = 350,000); in the data active = a potency from the dose series; inconclusive = inhibition mostly from about 14% at the one dose, without a potency; inactive = the rest, 99 in 100 with inhibition below about 12%; note: strong numbers were not always called active
H1N1 NS1A inhibition: NS1A inhibition, H1N1 influenza, cell based functional assay (AID 504329); NS1A functional cell-based assay, percent inhibition; higher % means a stronger effect; one-dose inhibition, % at 12.5 µM; IC50 in µM for titrated hits; actives 0.3% (n = 340,000); in the data active = a potency from the dose series; inconclusive = inhibition above about 27% without an active follow-up result; note: strong numbers were not always called active
Active calls of the source: *; i = inactive; ? = inconclusive; . = no result given.

SMILES	Salmonella PhoP GFP	tuberculosis growth	H37Rv inhibition	VEEV TC-83 Vero	H1N1 NS1A inhibition
CCN(CC(=O)Nc1ccc(Cl)c(C(F)(F)F)c1)CC(=O)NC1CCS(=O)(=O)C1 (configuration not stated)	-24%	11%	8%	6.2%	-4%
N=c1oc2ccc(Br)cc2cc1C(=O)NCc1ccc(F)cc1	-1%	?	13%	6.6%	-10%
C=CCOc1ccc(C(c2c(O)nc(SC)[nH]c2=O)c2c(O)nc(SC)[nH]c2=O)cc1	10%	2%	9%	0.6%	12%
N#Cc1ccccc1S(=O)(=O)Nc1ccc2c(c1)OCCO2	2%	-10%	1%	i	0%
CSc1nnc(C2CCN(CC(=O)Nc3ccccc3N3CCOCC3)CC2)n1C	10%	-11%	4%	1.4%	-10%
O=C(COc1ccc(F)cc1)Nc1nc(-c2ccccn2)cs1	6%	?	?	10%	-8%
C(=Nc1ccc(Nc2ccccc2)cc1)c1ccc2ccccc2c1	-10%	76%	1%	0.7%	14%
CCOC(=O)c1oc2ccccc2c1COC(=O)CNC(=O)c1ccco1	-1%	10%	-1%	1.5%	-17%
OC(COc1ccccc1Br)CN1CCNCC1 (configuration not stated)	-3%	-5%	-1%	i	-3%
COc1ccccc1CCNS(=O)(=O)c1cc2c3c(c1)CCN3C(=O)CC2	5%	-1%	-9%	4.0%	-4%
CC(SCc1ccccc1)C(=O)NC1CCCC1 (configuration not stated)	0%	.	-4%	i	-1%
CC(C)(C)n1nnnc1C(c1cccnc1)N1CCOCC1 (configuration not stated)	3%	5%	-1%	0.4%	5%
CC1CCCN(C(=O)c2ccc3c(c2NCCO)C(=O)c2ccccc2C3=O)C1 (configuration not stated)	3%	-2%	14%	5.8%	22µM*
CN(CCOC(=O)/C=C/c1ccco1)Cc1ccccc1	-16%	12%	6%	1.4%	-12%
O=C(CCC(=O)OCc1ccc(C(=O)Oc2ccccc2)cc1)Nc1cccc2ccccc12	-18%	36%	?	0.5%	-22%

SMILES	Salmonella PhoP GFP	tuberculosis growth	H37Rv inhibition	VEEV TC-83 Vero	H1N1 NS1A inhibition
Cc1ccc(C)c(S(=O)(=O)Nc2ccc(O)c(Sc3ncn[nH]3)c2)c1	-3%	1%	-1%	7.6%	-6%
CC(C)N(C(=O)[C@H]1C[C@H](CC(=O)NCc2cccc(C(F)(F)F)c2)C(=O)N2CCc3c([nH]c4cc(CCC(=O)N(C)C)ccc34)[C@]12C)C(C)C	.	.	.	3.7%	4%
Cc1cc(SCC(=O)NCCN2C(=O)CSC2=O)nc2ccccc12	-12%	2%	1%	1.0%	0%
COc1ccc(NC(=S)NC(=O)Cc2ccccc2)c(OC)c1	-4%	0%	-3%	0.1%	2%
C=CCn1c(SCC(=O)Nc2nncs2)nnc1-c1ccco1	10%	-4%	7%	2.3%	-4%
S=c1[nH]nc(C2CCCCC2)n1/N=C/c1ccc(Cl)cc1	1%	-14%	8%	0.5%	5%
O=C(O)c1ccc(N2C(=O)CC(N3CCN(c4cccc(Cl)c4)CC3)C2=O)cc1 (configuration not stated)	-4%	-23%	1%	2.4%	-28%
O=c1oc(Nc2ccc(F)cc2)nc2ccccc12	7%	?	-7%	0.8%	5%
Cc1ccc(/C=N/NC(=O)C2CC(=O)N(c3ccccc3)C2)s1 (configuration not stated)	14%	30%	4%	8.4%	2%
Cc1cc(C)cc(NC(=O)N2CCC(C(=O)c3ccc(F)cc3)CC2)c1	-2%	23%	38%	1.5%	4%
CCOc1c(Br)cc(/C=N\NC(=O)c2ccccc2)cc1OC	-3%	-4%	-13%	6.5%	-7%
CC1CC(C)(C)CC2(C1)NC(=O)N(CC(=O)Nc1ccc(N3CCCCC3)cc1)C2=O (configuration not stated)	-2%	15%	6%	2.4%	3%
Cc1ccc(S(=O)(=O)N2CCOCC2)cc1C(=O)OCC(=O)N(Cc1ccccc1)C(C)C	.	.	-5%	0.6%	-14%
O=C(O)c1ccc(-c2nc3ccccc3[nH]2)cc1	-5%	7%	-6%	3.0%	-4%
CC(=O)NN1C(=O)/C(=C/c2ccc(C(C)C)cc2)SC1=S	2%	12%	-2%	i	-3%

The last two records of the section above lead into the next:
SMILES	Salmonella PhoP GFP	tuberculosis growth	H37Rv inhibition	VEEV TC-83 Vero	H1N1 NS1A inhibition
O=C(O)c1ccc(-c2nc3ccccc3[nH]2)cc1	-5%	7%	-6%	3.0%	-4%
CC(=O)NN1C(=O)/C(=C/c2ccc(C(C)C)cc2)SC1=S	2%	12%	-2%	i	-3%
COc1cc([N+](=O)[O-])ccc1NC(=O)CN(C)C	-15%	-10%	3%	0.1%	0%
Oc1ccccc1C1=Nc2ncnn2C(c2ccccc2)C1 (configuration not stated)	0%	39%	3%	i	36%
c1ccc(Nc2ccc3ccccc3c2)cc1	.	.	.	4.1%	-1%
CC1CCc2c(nc3ncnn3c2Nc2ccc(OC(F)(F)F)cc2)C1 (configuration not stated)	11%	-4%	6%	4.2%	-4%
CCCC1N2CC3([N+](=O)[O-])CN1CC([N+](=O)[O-])(C2)C3(C)C (configuration not stated)	-8%	6%	-2%	0.1%	-15%
COc1cccc2cc(C(=O)NC(C)C3CCCO3)c(=O)oc12 (configuration not stated)	-4%	15%	-12%	i	-4%
CCCC(=O)c1cc2c(cc1NC(=O)c1ccccc1F)OCCO2	0%	.	3%	0.7%	-1%
CCN1CCN(c2ccc(S(=O)(=O)N3CCOCC3)cc2NC(=O)C(C)Oc2ccc(Cl)cc2)CC1 (configuration not stated)	2%	15%	3%	0.4%	4%
N#CCCN(C(=O)COC(=O)c1nc(Cl)ccc1Cl)c1ccccc1	2%	-15%	-6%	1.8%	-1%
Cc1ccc(NC(=S)NC(NC(=O)Cc2cccc3ccccc23)C(Cl)(Cl)Cl)cc1 (configuration not stated)	-14%	2%	-1%	4.3%	-20%
COCCNC(=O)CSc1ccc(Cl)cc1	2%	74%	6%	1.0%	3%
CCN(CC)CCNS(=O)(=O)c1ccc(/C=C/C(=O)O)cc1	2%	2%	6%	0.2%	-2%
CCOc1ccc(NC(=O)N2CCC(C(N)=O)(N3CCCCC3)CC2)cc1	-2%	-6%	-8%	i	-5%
CCN(CC)CCn1c2ccccc2c2n[nH]c(=S)nc21	8%	15%	3%	i	-2%
CSc1ccc(S(=O)(=O)N2c3ccccc3CC2C)cc1 (configuration not stated)	-5%	41%	8%	4.6%	-7%

SMILES	Salmonella PhoP GFP	tuberculosis growth	H37Rv inhibition	VEEV TC-83 Vero	H1N1 NS1A inhibition
COCCN(Cc1ccccc1)C(=O)c1cccc(S(=O)(=O)N2CCN(c3ccccc3)CC2)c1	0%	27%	1%	6.5%	6%
CCCOc1ccc2oc(=O)c3c(c2c1)CCCN3C(=O)CN1CCCC(C(=O)OCC)C1 (configuration not stated)	11%	-13%	1%	1.5%	-15%
COc1ccc(NC(=O)COc2ccc(C(=O)NCc3cccnc3)cc2OC)cc1	.	.	-11%	0.5%	-9%
Cc1ccccc1C1C2=C(Nc3[nH]n(-c4ccccc4)c(=O)c31)c1ccccc1C2=O (configuration not stated)	1%	54%	-4%	.	.
Cc1cc(-c2ccc([N+](=O)[O-])cc2)nc2ccccc12	4%	8%	-4%	4.7%	6%
O=C1/C(=C\c2cccs2)Sc2ccc3ccccc3c21	3%	66%	6%	0.7%	0%
CCc1ccccc1NC(=O)[C@@H]1CCC(=O)N1C1OC(=O)c2ccccc21 (some centres not stated)	14%	9%	-2%	1.6%	-1%
CC(C)Cc1nc(N2CCN(C(=O)c3ccccc3)CC2)c(C#N)c2c1CCC2	-1%	13%	15%	i	-19%
CS(=O)(=O)Nc1nc2ccccc2[nH]1	-7%	2%	-8%	i	-1%
CC(=O)C1=C(O)C(=O)N(c2ccc(Br)cc2)C1c1cccc([N+](=O)[O-])c1 (configuration not stated)	0%	-4%	-1%	0.4%	-25%
COc1cc(/C=C2/OC(=O)c3cc([N+](=O)[O-])ccc32)cc(OC)c1OC	-19%	-6%	.	8.6%	0%
O=C(Nc1cccc(Cl)c1N1CCOCC1)c1cccs1	6%	26%	-8%	0.2%	-1%
CCCCNC(=S)N1CCN(CC)CC1	-6%	14%	-6%	i	4%
CC(Oc1ccccc1F)C(=O)NNC(=O)CCNC(=O)c1ccco1 (configuration not stated)	-12%	3%	3%	i	-14%
CC(C)Cn1cnc2c(SCc3ccccn3)nc(N)nc21	.	.	.	i	0%

SMILES	Salmonella PhoP GFP	tuberculosis growth	H37Rv inhibition	VEEV TC-83 Vero	H1N1 NS1A inhibition
COc1ccc(NS(=O)(=O)c2ccc(NC(C)=O)cc2)c(OC)c1	-1%	3%	-7%	0.3%	-4%
COc1cc(SC#N)ccc1N=Cc1c(C)[nH]n(-c2ccc(C)cc2C)c1=O	-7%	38%	17%	8.3%	-6%
CCCCc1cc(=O)oc2cc(C)cc(OCC(=O)Nc3cccnc3)c12	9%	-2%	2%	i	-3%
CCCCCNS(=O)(=O)c1cc(C)ccc1OC	5%	-14%	-1%	1.4%	-6%
Cc1ccnc(NC(=O)c2cccc(NS(=O)(=O)c3ccccc3C)c2)c1	.	.	.	7.6%	-4%
COc1ccc(CNC(=O)c2nccnc2CO)cc1	3%	-7%	-9%	i	-22%
Cc1cc(OCC(=O)Nc2ccncc2)cc(C)c1Cl	-3%	49%	3%	1.6%	18%
CCCOC(=O)CC1C(=O)NCCN1Cc1cc(OC)cc(OC)c1 (configuration not stated)	9%	-12%	-3%	0.3%	-7%
CCOc1cc(NC(=S)NCc2ccco2)c(OCC)cc1NC(C)=O	-6%	54%	4%	0.6%	6%
COc1ccc(NC(=O)C(=O)NCCO)cc1Cl	-6%	0%	2%	0.3%	13%
Fc1ccccc1Nc1nc2ccccc2n2nnnc12	.	.	-11%	9.3%	10%
Cc1cc(N(CCO)CCO)nc(-n2nc(C)cc2C)n1	-9%	26%	0%	0.3%	-2%
C=CCN1C(=O)C(O)(CC(=O)c2ccc(-n3cccc3)cc2)c2ccccc21 (configuration not stated)	6%	17%	-2%	i	-1%
CC(Sc1nccn1C)C(=O)c1ccc(Br)cc1 (configuration not stated)	13%	11%	-1%	1.7%	11%
O=C(Cn1cc(COc2ccc(Br)cc2[N+](=O)[O-])nn1)c1ccc(O)cc1	.	.	.	i	-9%

Quoted at random: 4 records from the list, in no set order.
SMILES	Salmonella PhoP GFP	tuberculosis growth	H37Rv inhibition	VEEV TC-83 Vero	H1N1 NS1A inhibition
CCOc1cc(NC(=S)NCc2ccco2)c(OCC)cc1NC(C)=O	-6%	54%	4%	0.6%	6%
Cc1ccnc(NC(=O)c2cccc(NS(=O)(=O)c3ccccc3C)c2)c1	.	.	.	7.6%	-4%
COc1ccc(NC(=O)C(=O)NCCO)cc1Cl	-6%	0%	2%	0.3%	13%
Fc1ccccc1Nc1nc2ccccc2n2nnnc12	.	.	-11%	9.3%	10%

Additional records.
SMILES	Salmonella PhoP GFP	tuberculosis growth	H37Rv inhibition	VEEV TC-83 Vero	H1N1 NS1A inhibition
CC1CN(C(=O)CCC(=O)NC2CCN(Cc3ccccc3)CC2)c2ccccc2O1 (configuration not stated)	3%	-30%	-2%	0.5%	1%
CCC(=O)Nc1ccc(OCc2nnc3c4ccccc4c(C)nn23)cc1	0%	-7%	1%	1.3%	4%
CCCc1cc(C(=O)Nc2ccc(CC)cc2)no1	-15%	?	?	i	-6%
O=S(=O)(Nc1cccc(-c2ccc(N3CCOCC3)nn2)c1)c1ccc(Cl)c(Cl)c1	13%	14%	-3%	7.0%	-2%
O=C(O)c1ccc(-c2ccc(/C=c3/sc4nc5ccccc5n4c3=O)o2)cc1Cl	-11%	8%	1%	1.5%	-6%
CCCCC/C=C/C1=CC(=O)C[C@H](c2ccc(OC)c(OC)c2)C1	.	0%	7%	0.4%	4%
O=C(CCn1c(=O)oc2ccccc21)Nc1cccc([N+](=O)[O-])c1	-11%	-13%	0%	2.1%	-8%
CCOc1ccc(NC(=O)NNC(=O)c2ccc3ccccc3c2O)cc1	-2%	-21%	-8%	7.0%	-8%
Nc1ccccc1-c1nnc(SCC(=O)Nc2ccccc2OC(F)F)[nH]c1=O	.	-6%	4%	4.3%	-5%
CCOC(=O)N1CCN(C(=O)CSc2ccc3nnc(-c4ccccn4)n3n2)CC1	5%	-11%	0%	0.2%	-2%
O=C(c1ccccc1)c1ccc(OCC(O)CN2CCN(Cc3ccccc3)CC2)cc1 (configuration not stated)	-6%	?	?	i	4%
CCS(=O)(=O)N1CCC(C(=O)OCC(=O)c2ccc(Br)cc2)CC1	-6%	13%	9%	i	-1%
